PglD inh: C. jejuni PglD acetyltransferase inhibitors, primary screen, biochemical, DTNB colorimetric, single point; purified PglD enzyme, DTNB colorimetric CoA detection; 0.098% of 360,000 active; inhibition, % at 12.5 µM; in the data active = inhibition above about 16%, passing the limit was not always enough; also: strong numbers were not always called active
S100A4 MyoIIA: inhibitors of S100A4-myosin IIA peptide binding, primary screen, biochemical, fluorescence polarization, TAMRA-MyoIIA peptide | 0.14% of 360,000 active | inhibition, % at 10.7 µM | AID 652163, 2013 | Protein S100-A4 (Homo sapiens), P26447;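 active = mean inhibition of at least 70% across replicates, with every replicate also reaching that level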
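System – human S100A4 monomer protein, biochemical binding assay · Buffer or medium – Calcium-containing HEPES buffer, pH 7.2 · Timing – 5 min between mix addition and reading · Also added – TAMRA-labelled myosin IIA heavy-chain peptide probe, 5 nM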
LGR2 antag: inhibitors of bursicon-induced LGR2 CRE-luciferase signal, primary screen, cell-based, HEK293, CRE-luciferase reporter, bursicon stimulation; AID 720647, 2013; bursicon-stimulated, 4 h; inhibition, % at 9.99 µM; 0.35% of 380,000 active; Drosophila bursicon receptor LGR2 (rickets);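 active = drop in luminescence signal, shown as inhibition above about 50% in the replicate tests, limit read from the data, passing the limit was not always enough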;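 also: agonist challenge used bursicon conditioned medium at about half maximal strength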
ERAP1 inh: human ERAP1 aminopeptidase inhibitors, primary screen, biochemical, single point, plate reader. recombinant ERAP1, Leu-AMC fluorescence, 60 min. inhibition, % at 10.7 µM. 0.15% of 340,000 active. Endoplasmic reticulum aminopeptidase 1 (Homo sapiens), Q9NZ08;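 active = mean replicate inhibition of at least 30%, or all replicates individually reaching that 30% level; inactive = mean below 30% and not every replicate reaching it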;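 also: 0% = neutral control wells and 100% = L-leucinethiol positive control wells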
Target sequence (Q9NZ08 whole entry, looked up): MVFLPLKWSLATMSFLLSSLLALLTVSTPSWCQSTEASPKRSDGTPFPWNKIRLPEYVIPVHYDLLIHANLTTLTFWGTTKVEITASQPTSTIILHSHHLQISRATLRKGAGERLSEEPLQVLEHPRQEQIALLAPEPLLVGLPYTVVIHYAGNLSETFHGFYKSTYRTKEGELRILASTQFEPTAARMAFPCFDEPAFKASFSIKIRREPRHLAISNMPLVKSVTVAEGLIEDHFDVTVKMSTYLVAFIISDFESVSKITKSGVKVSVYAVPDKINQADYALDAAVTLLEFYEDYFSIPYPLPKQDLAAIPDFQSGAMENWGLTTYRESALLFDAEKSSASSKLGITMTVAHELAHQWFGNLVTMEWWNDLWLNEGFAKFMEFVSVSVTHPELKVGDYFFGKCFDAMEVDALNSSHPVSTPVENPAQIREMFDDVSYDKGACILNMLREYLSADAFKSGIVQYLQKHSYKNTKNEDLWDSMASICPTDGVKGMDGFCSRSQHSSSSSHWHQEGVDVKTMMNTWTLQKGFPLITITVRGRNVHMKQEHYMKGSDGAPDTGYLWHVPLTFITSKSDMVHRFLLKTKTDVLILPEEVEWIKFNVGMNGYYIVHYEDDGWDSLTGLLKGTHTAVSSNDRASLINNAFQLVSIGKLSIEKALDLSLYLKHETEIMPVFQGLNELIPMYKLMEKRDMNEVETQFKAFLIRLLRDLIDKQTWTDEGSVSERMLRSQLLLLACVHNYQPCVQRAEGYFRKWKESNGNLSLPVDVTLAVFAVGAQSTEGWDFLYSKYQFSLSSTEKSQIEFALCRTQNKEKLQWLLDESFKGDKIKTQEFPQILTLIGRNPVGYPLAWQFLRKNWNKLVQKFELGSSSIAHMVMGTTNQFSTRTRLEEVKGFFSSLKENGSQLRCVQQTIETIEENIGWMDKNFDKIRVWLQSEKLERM
PAX8 reporter: inhibitors of PAX8-driven TPO luciferase reporter, primary screen, RMG-I cells, single concentration. SteadyGlo, 24 h. inhibition, % at 12.6 µM. 1.2% of 360,000 active. AID 652154, 2013;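 active = mean replicate inhibition at least 60% with every replicate also reaching 60%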;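 also: luciferase light reporting Pax8 driven TPO promoter activity; plate controls were median of neutral control wells for no effect and mitoxantrone controls for full effect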
FN deposition inh: inhibitors of fibronectin matrix deposition, primary screen, AH1F cells, Alexa488-fibronectin fluorescence, plate reader. AH1F fibroblasts, overnight. inhibition, % at 12.6 µM. 0.086% of 350,000 active;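 active = mean inhibition across replicates of 30% or more, regardless of how many single replicates reach that level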;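 also: positive control wells lacked labelled fibronectin entirely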
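material = AH1F fibroblast monolayer depositing Alexa488-labelled fibronectin into matrix | amount = 10000 AH1F cells/well | buffer or medium = DMEM plus 2% serum, read in PBS | incubation = 1 h cell adhesion before compound, then overnight fibronectin incubation | detection = fluorescence at 485 nm excitation, 525 nm emission | evaluation = percent inhibition as loss of matrix-bound fibronectin fluorescence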
EWS-Fli block: EWS/Fli-driven NR0B1 reporter inhibitors, primary screen, A673 cells, NR0B1 luciferase, luminescence, MLPCN library | 0.67% of 350,000 active | inhibition, % at 12.6 µM | viability-normalised;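 active = mean inhibition of at least 50% after viability correction, with every replicate also passing that limit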;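 also: firefly luciferase signal divided by Alamar Blue viability fluorescence both relative to DMSO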
PGC1a acetyl inh: inhibitors of PGC1a acetylation signal, primary screen, cell-based, U2OS, AlphaScreen, inhibitor mode; AlphaScreen anti-acetyl-lysine; with virally co-expressed GCN5 acetyltransferase; inhibition, % at 15.6 µM; 0.17% of 350,000 active; AID 651687, 2012;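 active = every replicate shows inhibition of at least 40%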;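 also: 0% = neutral control wells and 100% = positive control wells; some results beyond the cut were filed as inactive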
* hit, by the source's call; . = no result given.

SMILES	PglD inh	S100A4 MyoIIA	LGR2 antag	ERAP1 inh	PAX8 reporter	FN deposition inh	EWS-Fli block	PGC1a acetyl inh
Cc1ccc(-n2c(SCC(=O)Nc3ccc(C(=O)O)cc3)nnc2-c2ccncc2)cc1	-2	1	-5	-1	33	2	13	0
CCCc1nc2scc(-c3ccc(C)cc3)c2c(=O)n1N	1	.	.	.	-23	-5	.	-17
Nc1cccc(O)c1	-1	-1	-13	0	.	.	-9	6
COC(=O)N(C)C[C@H]1OCc2ccccc2-c2c(n(C)c3ccccc23)C(=O)N([C@H](C)CO)C[C@H]1C	-3	13	-5	0	.	7	-10	-10
CCCNC(=O)Nc1ccc2c(c1)C(=O)N(C)[C@@H]1CC[C@H](CC(=O)NCC3CCCCC3)O[C@H]1CO2	0	-9	-1	1	-1	-9	-2	-7
O=c1c2c(nc3nc(NCc4cccc5ccccc45)[nH]n13)CCC2	2	-4	45	-1	16	-8	0	10
Cc1ccc(NC(=O)Cc2ccccc2)cc1S(=O)(=O)N1CCOCC1	-6	-1	2	-7	5	1	7	.
CCC(=O)c1c[nH]c(C(=O)NCc2ccccc2OC)c1	5	0	-8	-1	-16	1	7	-11
Cc1cc(C(=O)Nc2ccc(Cl)c(S(=O)(=O)N3CCOCC3)c2)c2ccccc2n1	3	-15	-8	2	-3	4	7	-16
O=c1[nH]c(NCCO)nnc1Cc1ccc(Cl)cc1	1	-3	-3	5	0	11	1	-2
C/C=C/c1ccc([C@H]2[C@H](CO)N3CCCCN(S(=O)(=O)c4ccc(F)cc4)C[C@@H]23)cc1	-1	-7	5	0	6	.	34	-8
Cc1ccc(OCC(=O)c2cc(C)n(-c3cc(C)on3)c2C)c([N+](=O)[O-])n1	5	-1	13	0	-3	1	-13	-18
C[C@@H]1CN([C@H](C)CO)C(=O)CCCn2cc(nn2)CO[C@@H]1CN(C)C(=O)Cc1ccccc1	.	.	2	.	2	-6	0	3
Cn1nnnc1SCC(=O)NC(=O)c1cccc([N+](=O)[O-])c1	.	-4	7	.	10	12	-47	9
Cc1cc(NS(=O)(=O)c2ccc(NC(=O)c3ccc(F)cc3)cc2)nc(C)n1	6	-2	-5	2	-7	-4	3	4
O=C1CCC(C(=O)OC(C(=O)Nc2cc(Cl)cc(Cl)c2)c2ccccc2)=NN1 (stereo unspecified)	-5	-2	13	-2	-11	10	-3	3
Cc1ccccc1C(=O)NC1CCN(CC(=O)N2CCCCC2C)CC1 (stereo unspecified)	2	-9	12	0	14	3	-8	.
CCS(=O)(=O)N1Cc2ccccc2CC1C(=O)Nc1ccc(OC)c(OC)c1 (stereo unspecified)	12	-7	-10	-1	0	-6	2	-3
COc1ccccc1NC(=O)COC(=O)c1cnc(C)cn1	7	6	4	4	13	.	2	3
CCCCC(CC)CNC(=O)CCCCn1c(=O)[nH]c2ccsc2c1=O (stereo unspecified)	-4	-3	-12	.	23	10	-3	-20
C[C@@H]1CN([C@@H](C)CO)S(=O)(=O)c2ccc(C#CCN(C)C)cc2O[C@@H]1CN(C)C(=O)CN(C)C	2	-10	7	-3	-7	.	1	2
O=C(NCC[C@H]1CC[C@@H](NC(=O)C2CCOCC2)[C@H](CO)O1)Nc1ccc(Cl)cc1	9	-3	2	2	-23	.	-19	-6
Cc1[nH]c2ccccc2c1/C=N/Nc1nc2ccccc2[nH]1	-5	2	100*	-9	3	20	-43	-80
CCc1ccc(OCC(=O)N/N=C(\C)c2ccc(O)cc2O)cc1	4	12	-1	6	3	.	22	0
CC(C)CC1NC(=O)c2cc(Cl)ccc2-n2c1nc1ccccc1c2=O (stereo unspecified)	.	-2	.	1	7	-1	-5	.
COC(=O)c1cc2c(c3c4cc(F)ccc4n(S(=O)(=O)c4ccccc4)c13)C(=O)N(Cc1ccccc1)C2	.	-1	.	-3	14	0	14	.
CSc1ccc(/C=C/C(=O)Nc2ccccc2)cc1	-3	-2	77*	3	-38	.	5	.
COc1ccc(CN2CCNC(=O)C2CC(=O)NCC2CCOCC2)cc1C (stereo unspecified)	-2	-2	5	1	-17	18	-3	.
CCOc1cc(CNCCO)cc(Br)c1OCc1cccs1	.	0	10	5	.	.	2	8
CCSc1nc2sc3c(c2c(=O)n1-c1ccccc1C)CCN(C)C3	-5	-4	23	-2	-15	-3	8	-7
c1ccc(NCCSc2nc3ccccc3s2)cc1	.	4	14	-1	-8	-7	-7	-3
COC(=O)c1cc(S(=O)(=O)N2CCCC(C)C2)c[nH]1 (stereo unspecified)	3	-1	-18	1	-8	-4	.	1
Cc1ccc(N2CCN(C(=O)C3CCN(S(=O)(=O)c4cccc5nsnc45)CC3)CC2C)cc1 (stereo unspecified)	.	-10	2	.	17	8	7	5
Cc1ccc(-n2c(COc3ccccc3)n[nH]c2=S)cc1	1	-4	-35	6	4	0	9	10
C[C@@H]1CN([C@@H](C)CO)S(=O)(=O)c2ccc(C#CCC3CCCC3)cc2O[C@@H]1CN(C)C(=O)c1ccccn1	5	-8	-4	1	.	8	2	-5
CC(CN1CCN(C)CC1)OC(=O)c1cccc(F)c1 (stereo unspecified)	4	0	2	-3	-11	0	0	-4
COc1ccc(S(=O)(=O)Nc2cccc3c2O[C@H](CN(C)CC2CCCCC2)[C@H](C)CN([C@@H](C)CO)C3=O)cc1	0	4	-16	-2	-13	-9	2	30
COc1cccc(CNC(=O)C[C@@H]2C=C[C@H](NS(=O)(=O)c3ccccc3OC)[C@@H](CO)O2)c1	5	8	-11	1	-17	.	-1	-3
O=C(c1cc2cc(F)ccc2[nH]1)N1CCN(c2cccc(Cl)c2)CC1	3	5	11	2	28	9	6	5
CCCNC(=O)[C@@H]1N[C@@H]2c3ccc(C4=CCCCC4)c(=O)n3C[C@@H]2[C@H]1CO	0	-9	-12	-1	.	.	-1	.
C[C@@H]1CN([C@@H](C)CO)C(=O)c2cccc(N(C)C)c2O[C@@H]1CN(C)Cc1ccc(C(=O)O)cc1	-1	3	-2	-2	12	.	3	-5
Cc1ccc(NC(=O)c2nc[nH]c2C(=O)NCC(=O)OC(C)(C)C)cc1	0	-4	.	0	3	3	14	9
O=C(Cn1cnc2c(nnn2Cc2ccc(F)cc2)c1=O)OCc1ccccc1	-2	-3	2	9	.	.	2	-3
CC1(C)Cc2c(c(-c3ccco3)nc3sc4c(NCCCO)ncnc4c23)CO1	-1	-2	-13	4	10	12	2	4
C[C@H]1CN([C@@H](C)CO)C(=O)c2c(c3ccccc3n2C)-c2ccccc2CO[C@H]1CN(C)Cc1ccc(C(=O)O)cc1	0	-40	-19	1	.	5	0	0
O=C(CN1CCN(C(=O)c2cncn2-c2ccc(F)cc2)CC1)Nc1ccccc1C(F)(F)F	7	4	8	0	10	.	-3	3
CN(C)CC(CCCCC(CN(C)C)C(=O)c1ccccc1)C(=O)c1ccccc1 (stereo unspecified)	.	-5	-3	0	18	5	-7	25
O=C(Nc1ccc(Cl)c(Cl)c1)N[C@H]1CC[C@@H](CCNC(=O)c2ccc(F)cc2)O[C@H]1CO	2	12	0	0	3	3	4	-20
CCC(=O)N[C@@H]1C=C[C@@H](CC(=O)NCCN2CCCCC2)O[C@@H]1CO	2	5	-11	4	-2	11	5	20
CO[C@H]1CN(C)C(=O)c2ccc(NC(C)=O)cc2OC[C@@H](C)N(C(=O)C2CCC2)C[C@H]1C	-4	8	1	0	-7	5	-1	7
Cn1c(CCNS(=O)(=O)c2ccccc2)nnc1SCc1cccnc1	-5	-4	-18	-1	-4	0	-2	-11
CC(C(=O)NCCCc1ccccc1)c1ccc([N+](=O)[O-])cc1 (stereo unspecified)	.	0	19	-3	-9	-4	9	.
COc1ccc(Nc2nc(C)cc(=O)[nH]2)cc1	0	.	.	.	3	1	.	-12
CCCCNC(=O)N1CCN(c2ncccn2)CC1	.	1	21	0	-8	14	-2	.
CCOc1ccc(C(=O)CCC(=O)Nc2cccc(S(=O)(=O)N3CCCCC3)c2)cc1	-11	2	10	1	5	5	15	-4
Cc1cc(C)cc(N(C(=O)c2ccc3c(c2)OCO3)C2C=CS(=O)(=O)C2)c1 (stereo unspecified)	-7	.	5	.	.	-1	.	-8
CC(C)C#Cc1cnc2c(c1)C(=O)N([C@H](C)CO)C[C@@H](C)[C@@H](CN(C)C(=O)CCN1CCCCC1)O2	1	-1	-6	0	.	2	-4	-7
CCNc1nc2nc3ccc(C)cn3c(=O)c2cc1C(=O)NCC1CCCO1 (stereo unspecified)	.	-3	1	-38	-7	4	2	.

Complete entries from above. Order of values: PglD inh | S100A4 MyoIIA | LGR2 antag | ERAP1 inh | PAX8 reporter | FN deposition inh | EWS-Fli block | PGC1a acetyl inh
COc1ccccc1NC(=O)COC(=O)c1cnc(C)cn1 in the list: 7 | 6 | 4 | 4 | 13 | . | 2 | 3
CCOc1ccc(C(=O)CCC(=O)Nc2cccc(S(=O)(=O)N3CCCCC3)c2)cc1 in the list: -11 | 2 | 10 | 1 | 5 | 5 | 15 | -4
O=C(c1cc2cc(F)ccc2[nH]1)N1CCN(c2cccc(Cl)c2)CC1 in the list: 3 | 5 | 11 | 2 | 28 | 9 | 6 | 5
CCCc1nc2scc(-c3ccc(C)cc3)c2c(=O)n1N in the list: 1 | . | . | . | -23 | -5 | . | -17
Cc1ccc(N2CCN(C(=O)C3CCN(S(=O)(=O)c4cccc5nsnc45)CC3)CC2C)cc1 (stereo unspecified) in the list: . | -10 | 2 | . | 17 | 8 | 7 | 5

Some of these compounds in order of SMILES length, rising.
SMILES	PglD inh	S100A4 MyoIIA	LGR2 antag	ERAP1 inh	PAX8 reporter	FN deposition inh	EWS-Fli block	PGC1a acetyl inh
CC(C(=O)NCCCc1ccccc1)c1ccc([N+](=O)[O-])cc1 (stereo unspecified)	.	0	19	-3	-9	-4	9	.
O=C(Cn1cnc2c(nnn2Cc2ccc(F)cc2)c1=O)OCc1ccccc1	-2	-3	2	9	.	.	2	-3
CN(C)CC(CCCCC(CN(C)C)C(=O)c1ccccc1)C(=O)c1ccccc1 (stereo unspecified)	.	-5	-3	0	18	5	-7	25
Cc1cc(C)cc(N(C(=O)c2ccc3c(c2)OCO3)C2C=CS(=O)(=O)C2)c1 (stereo unspecified)	-7	.	5	.	.	-1	.	-8
